MrgX1 antag = human MrgX1 receptor antagonism, primary screen | Q96LB2 | MRGX1-HEK293 calcium flux, Fluo-4, BAM8-22 antagonism; active compounds read low | B-score at 10 µM | hit rate 1.3% among 310,000;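 active means calcium-response B-score plate-corrected more than 3 library SD below zero, starting fluorescence within 5 deviations, no agonist response on first addition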;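 further: peak minus trough fluorescence over baseline after final BAM8-22 challenge near maximal dose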
Target sequence (Q96LB2 whole entry, looked up): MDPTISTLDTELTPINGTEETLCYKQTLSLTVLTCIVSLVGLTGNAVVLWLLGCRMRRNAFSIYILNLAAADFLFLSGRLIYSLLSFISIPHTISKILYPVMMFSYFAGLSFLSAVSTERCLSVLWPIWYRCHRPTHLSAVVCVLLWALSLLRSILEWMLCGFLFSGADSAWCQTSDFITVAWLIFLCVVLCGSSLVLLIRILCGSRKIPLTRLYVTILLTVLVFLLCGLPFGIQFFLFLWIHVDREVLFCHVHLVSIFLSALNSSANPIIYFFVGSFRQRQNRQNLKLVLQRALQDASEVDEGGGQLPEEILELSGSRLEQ
TRPC6 inh = mouse TRPC6 channel inhibition; AID 2553; HEK293-TRPC6, membrane potential dye, ACh-evoked depolarization; active compounds read low; hit rate 1.1% among 310,000; B-score at 10 µM; Q61143;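 active means B-score under library mean minus 3 SD, initial fluorescence not abnormally high, positive integrated signal ratio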;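 further: B-score derived from integrated fluorescence ratio over the kinetic read; more negative B-score means stronger inhibition of depolarization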
SKKanGAS inh = SKKanGAS growth inhibition; inhibition, % at 7.5 µM; hit rate 1.3% among 300,000; AID 1662; S. pyogenes SKKanGAS, kanamycin growth, BacTiter-Glo, 6 h;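 active means mean replicate score, as percent of positive control median, at least 50; inconclusive means mean below 50 but one replicate at or above 50; inactive means mean and every replicate below 50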;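 further: strain carries kanamycin resistance gene driven by streptokinase promoter and grows in 40 µg/ml kanamycin; loss of luminescence reflects streptokinase promoter inhibition or plain growth inhibition; 0% = median of DMSO wells and 100% = positive control at its reference dose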
TRPC6 activator = mouse TRPC6 channel activation. B-score at 10 µM. HEK293-TRPC6 membrane potential dye fluorescence; active compounds read high. hit rate 0.13% among 310,000;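 active means B-score of the integrated fluorescence ratio above library mean plus 3 SD, and starting fluorescence ratio within library mean plus 5 SD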;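 further: higher score means more depolarization so channel activation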
RGS4 inh = human RGS4 inhibition. P49798. HEK293 M3R/RGS4 inducible, Fluo-4 calcium flux; active compounds read high; triggered by carbachol at its EC20. B-score at 10 µM. hit rate 0.45% among 310,000. AID 463165;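 active means B-score, a plate-corrected calcium signal, over three deviations above library mean, with baseline fluorescence within five deviations of library mean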;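 further: RGS4 expression induced by doxycycline in cells with stable M3 receptor; B-score is computed from the integrated fluorescence ratio over baseline after carbachol; higher B-score means a larger calcium signal and so more RGS4 inhibition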
Target sequence (P49798 whole entry, looked up): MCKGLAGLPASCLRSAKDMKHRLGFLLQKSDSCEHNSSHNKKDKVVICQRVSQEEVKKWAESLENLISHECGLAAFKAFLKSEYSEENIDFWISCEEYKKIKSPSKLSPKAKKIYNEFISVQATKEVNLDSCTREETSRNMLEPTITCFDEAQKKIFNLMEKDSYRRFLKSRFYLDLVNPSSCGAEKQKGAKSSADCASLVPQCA
RGS4 pot = RGS4 potentiation or activation; B-score at 10 µM; AID 463111; HEK293 M3R/inducible RGS4, carbachol calcium flux Fluo4; active compounds read low; hit rate 0.92% among 310,000;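 active means B-score of the integrated calcium signal more than 4 SD below the library mean, with starting fluorescence not abnormally high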;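 further: negative B-score means reduced calcium response which marks RGS4 activation or potentiation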
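Assay system: HEK293 FlpIn-TREx cells, stable M3R, doxycycline-inducible RGS4 / Probe or stimulus: carbachol, ECmax concentration / Times: overnight RGS4 induction, 30 min dye load 37 °C, 20 min compound RT / Signal: kinetic calcium fluorescence imaging with Fluo4-AM dye, 2 µM / Measure: Agonist-evoked peak-minus-minimum fluorescence over baseline, integrated ratio, B score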
MrgX1 allo act = allosterically activates human MrgX1 receptor signaling | MrgX1-HEK293, Fluo-4 calcium flux, FDSS; active compounds read high | B-score at 10 µM | hit rate 0.63% among 310,000;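 active means plate-corrected calcium response at least 3 library SD above typical, normal starting fluorescence, not activating the receptor alone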;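 further: compound read alongside a low EC10 to EC30 dose of BAM8-22 agonist; peak minus trough fluorescence over baseline measured at the second addition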
MrgX1 agonist = activates human MrgX1 receptor signaling; MrgX1-HEK293 cells, Fluo-4 calcium fluorescence, agonist mode; active compounds read high; AID 588627; hit rate 0.44% among 310,000; B-score at 10 µM;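 active means calcium response B-score plate-corrected fluorescence ratio at least 3 library SD, with starting fluorescence B-score inside 5 SD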
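Material: MrgX1-expressing HEK293 cells; input: 15,000 cells per well; doses: test compound given as first of three sequential additions; schedule: overnight plating before 1 h dye loading; technique: Fluo-4 NW calcium-flux fluorescence, kinetic read; evaluation: baseline-normalised fluorescence change ratio, B-scored; control set: plate-wise positive and negative controls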
TMEM16A inh = inhibitors of mouse TMEM16A calcium-activated chloride channel; Q8BHY3; HEK293 TMEM16A/YFP iodide influx fluorescence, ionomycin; normalized B-score (activity score, 25-100; higher = stronger inhibition) at 10 µM; hit rate 1.2% among 310,000;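 active means ratio plate-corrected score three or more library SD toward inhibition, starting fluorescence score within five deviations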;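 further: score derived from kinetic fluorescence span divided by baseline fluorescence per well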
ANO1 activ = activates or potentiates the mouse TMEM16A chloride channel; B-score at 10 µM; HEK293 TMEM16A/YFP-H148Q/I152L, iodide quench fluorescence; active compounds read low; hit rate 0.3% among 340,000; Q8BHY3;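 active means fluorescence-ratio B-score plate-corrected deviation score at least 3 library SD below zero, with starting fluorescence score within 5 deviations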;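 further: channel opened by trigger with iodide after compound preincubation; score built on the fluorescence ratio of max minus min over baseline; more negative score means more quench and so TMEM16A activation or potentiation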
HDAC3 inhib = inhibitors of human histone deacetylase 3; AID 2718; O15379; inhibition, % at 8.3 µM; hit rate 0.15% among 320,000; recombinant HDAC3, fluorogenic peptide/trypsin coupled, fluorescence; in the data active means inhibition above about 26%, passing the limit was not always enough; inconclusive means no clear call, values can overlap the other calls
Target sequence (O15379 whole entry, looked up): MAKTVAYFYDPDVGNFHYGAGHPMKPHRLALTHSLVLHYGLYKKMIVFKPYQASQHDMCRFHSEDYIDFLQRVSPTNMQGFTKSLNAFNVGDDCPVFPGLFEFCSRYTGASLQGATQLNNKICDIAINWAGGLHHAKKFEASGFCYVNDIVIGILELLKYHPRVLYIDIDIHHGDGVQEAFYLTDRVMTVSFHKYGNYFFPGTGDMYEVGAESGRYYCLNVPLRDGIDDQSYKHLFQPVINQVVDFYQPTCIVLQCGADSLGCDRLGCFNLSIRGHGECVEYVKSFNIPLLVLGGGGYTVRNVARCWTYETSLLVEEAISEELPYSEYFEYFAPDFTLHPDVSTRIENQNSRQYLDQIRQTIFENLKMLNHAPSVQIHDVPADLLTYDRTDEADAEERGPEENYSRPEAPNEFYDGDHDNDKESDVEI
Numbers without * were called inactive; i = inactive; ? = inconclusive; nt = no result given; & = joins results of further samples.

SMILES	MrgX1 antag	TRPC6 inh	SKKanGAS inh	TRPC6 activator	RGS4 inh	RGS4 pot	MrgX1 allo act	MrgX1 agonist	TMEM16A inh	ANO1 activ	HDAC3 inhib
O=C(CCc1ccccc1)Nc1ccc(Cl)cn1	i	i	-4	i	i	i	i	i	i	nt	-6
COC(=O)[C@@]1(Cc2ccc(F)cc2)[C@H]2c3cc(C(=O)N4CCCC4)n(CCc4ccccn4)c3C[C@H]2CN1C(=O)c1ccccc1	i	nt	nt	nt	nt	nt	i	i	i	nt	-1
COc1cccc(C2c3[nH]c4ccccc4c3C[C@H]3C(=O)N(CCCOC(C)C)CC(=O)N23)c1 (stereo partly specified)	i	i	3	i	i	i	i	i	i	i	6
CC(=O)Nc1cc(NC(C)=O)cc(C(=O)N2CCCC3CCCCC32)c1 (stereo unspecified)	i	i	4	i	i	i	i	i	i	i	-4
N=c1c(C(=O)NCC2CCCO2)cc2c(=O)n3ccccc3nc2n1Cc1cccnc1 (stereo unspecified)	i	-7.5*	2	i	i	i	i	i	i	i	-442
CSc1ccc(CN2C(=O)NC3(CCCCC3)C2=O)cc1	i	i	-2	i	i	i	i	i	i	i	3
Cc1ccc(NC(=O)c2cc(S(=O)(=O)N3CCOCC3)c(Br)s2)cc1	i	i	-1	i	i	i	i	i	i	i	5
CCOC(=O)CSc1nc2c(c(=O)[nH]c(=O)n2C)n1CCc1ccccc1	i	i	30	i	i	i	i	i	i	i	-70
COc1cccc(/C=N/NC(=O)C(=O)NCc2cccnc2)c1	i	i	-4	i	i	i	i	i	i	i	3
CC(C)c1ccc(C2NC(=O)CCC2[N+](=O)[O-])cc1 (stereo unspecified)	i	i	3	i	i	i	i	i	i	i	2
CCOC(=O)C1=C(C)NC(C)=C(C(=O)OC)C1c1cccc([N+](=O)[O-])c1 (stereo unspecified)	i	i	-5	i	i	i	i	i	i	i	8
COc1nc(C)cc(C)c1S(=O)(=O)c1ccccc1C	i	i	7	i	i	i	i	i	i	i	-4
CC(C)(C)c1cccc(OCCCSc2ncccn2)c1	i	i	16	i	i	i	i	i	i	i	-3
C[C@H](NC(=O)c1nc[nH]c1C(=O)N[C@@H](Cc1ccccc1)C(=O)OCc1ccccc1)C(=O)OCc1ccccc1	i	i	12	i	i	i	i	i	i	i	-3
Cc1ccn2c(=O)nc(SCC(=O)Nc3cc(C)on3)nc2c1	i	i	-10	i	i	i	i	i	i	i	-11
CCN(CC)c1ccc2c(cc1=O)[C@@H](NC)CCc1cc(OC)c(OC)c(OC)c1-2	i	i	2	i	i	i	i	i	i	i	1
c1ccc(CSc2nnc([C@@H]3CCCN3)o2)cc1	i	i	5	i	i	i	i	i	i	i	6
COc1ccc(/C=N/NC(=O)CCc2c(C)n[nH]c2C)cc1O	i	i	0	i	i	i	i	i	i	i	2
N#CC1=C(SCC(=O)Nc2nccs2)NC(=O)CC1c1ccccc1 (stereo unspecified)	i	i	2	i	i	i	i	i	i	i	4
Cn1c2ccccc2c(=O)c2c(=O)n(C3CCCCC3)c(-c3cccs3)nc21	i	i	60*	i	i	i	i	110*	i	i	-7
Clc1ccc(CSc2ncn(-c3ccccc3)n2)cc1	i	i	10	i	i	-7.2*	i	i	i	i	2
Cc1ccc(CSc2nnc([C@@H]3CCCN3)o2)cc1	i	i	4	i	i	i	i	i	i	i	-8
CCOC(=O)C1CCCN(C(=O)c2cc(S(=O)(=O)N3CCCCC3)c[nH]2)C1 (stereo unspecified)	i	i	-5	i	i	i	i	i	i	i	0
Cc1ccnc(NS(=O)(=O)c2ccc(NC(=O)c3ccc(S(=O)(=O)N4CC(C)OC(C)C4)cc3)cc2)n1 (stereo unspecified)	i	i	6	i	i	i	i	i	i	i	?
COCCn1c(N)c(N(Cc2ccccc2)C(=O)C2CCCCC2)c(=O)[nH]c1=O	i	i	-5	i	i	i	i	i	i	i	-1
CCCOc1ccc(CCc2n[nH]c(=S)n2-c2ccccc2)cc1	i	i	1	i	i	i	i	i	i	i	3
CC1CCCCN1C(=O)CSc1nnc(-c2ccco2)n1CC1CCCO1 (stereo unspecified)	-7*	i	0	i	i	i	i	i	i	i	2
CC1=NN(c2nc(-c3ccc(F)cc3)cs2)C(=O)C1	i	i	13	i	i	i	i	i	i	i	-3
Cc1ccc(C(=O)Nc2ccc3ncccc3c2)cc1	i	i	-2	i	i	i	i	i	i	i	3
COc1cccc(C2C(C(=O)c3cc4ccccc4o3)=C(O)C(=O)N2c2cc(C)on2)c1 (stereo unspecified)	i	i	15	i	i	i	i	i	i	i	4
O=C(CCCCCn1c(=S)[nH]c2ccc(N3CCOCC3)cc2c1=O)NCCc1ccccc1	i	i	5	i	i	i	i	i	i	i	8
O=S(=O)(NC12CC3CC(CC(C3)C1)C2)c1ccc(F)cc1	i	i	0	i	i	i	i	i	i	i	-1
CC1CN(CCS(=O)(=O)c2cc(Cl)ccc2Cl)CC(C)O1 (stereo unspecified)	i	i	0	i	i	i	i	i	i	i	2
CN(C)S(=O)(=O)N1CCN(CC(=O)Nc2cc(Cl)ccc2Cl)CC1	i	i	3	i	i	i	i	i	i	i	2
COc1ccccc1NC(=O)COC(=O)c1ccccc1OCC(=O)Nc1ccc(SC(F)F)cc1	i	i	-14	i	i	i	i	i	i	i	6
CC1CCN(S(=O)(=O)c2ccc(S(=O)(=O)NCc3ccco3)cc2)CC1	i	i	1	i	i	i	i	i	i	i	2
CCS(=O)(=O)N1CCN(c2cccc(C)c2C)CC1	i	i	-6	i	i	i	i	i	i	i	2
COC(=O)c1c(NC(C)=O)csc1C	i	i	-4	i	i	i	i	i	i	i	-3
CCOC(=O)c1c(NC(C)=O)sc2c1CCN(Cc1ccccc1)C2	i	-5.3*	-3	i	i	i	i	i	i	i	-6
COc1cc(NC(=O)c2ccco2)c(OC)cc1NC(=O)CCC(=O)Nc1cc(C)cc(C)c1	i	i	2	i	i	i	i	i	i	i	-12
Cn1c(=O)c2c(nc(N3CCCCCC3)n2CCSc2nc3ccccc3o2)n(C)c1=O	i	i	0	i	i	i	7.1*	i	i	i	1
Cc1cc2n(n1)SC(Nc1cccc3ccccc13)N2 (stereo unspecified)	i	i	-26	i	i	i	i	i	i	i	0
COc1ccc(CNC(=S)Nc2cccc(C)c2C)cc1	i	i	5	i	i	i	i	i	i	i	-14
Cc1cc(NC(=O)c2ccc(F)c(S(=O)(=O)N3CCCCC3)c2)no1	nt	i	-8	i	i	i	nt	nt	nt	i	nt
COc1ccc2cc3[n+](cc2c1OC)CCc1cc2c(cc1-3)OCO2	i	-5.2*	7	i	i	i	i	i	i	i	14&8
COC(=O)/C=C/c1ccc(OC(=O)c2ccncc2)cc1	i	i	-1	i	i	i	i	i	i	i	1
O=C(Nn1c(=S)[nH]c2ccccc2c1=O)c1ccncc1	i	i	4	i	i	i	i	i	i	i	5
COc1ccc(CC(=O)Nc2sc(Cc3ccccc3)c(C)c2C(N)=O)cc1	i	-7.1*	7	i	i	i	i	i	i	i	-2
CCn1cc([N+](=O)[O-])c(C(=O)N2CCCCCC2)n1	i	i	-2	i	i	i	i	i	i	i	0
CC1(C(=O)N2CCC(CO)(Cc3cccc(C(F)(F)F)c3)CC2)CC1	i	i	2	i	i	i	i	i	i	i	5
Cc1ccc2c(c1)N(CC(=O)NCCCN1CCOCC1)C(=O)C(C(C)C)O2 (stereo unspecified)	i	i	31	i	i	i	i	i	i	i	nt
CCC(=O)Nc1cc(C(=O)OCC(=O)c2ccccc2)ccc1C	i	i	23	i	i	i	i	i	i	i	-3
O=C(CSc1nc2ccccc2c(=O)[nH]1)NCc1ccc(Cl)cc1	i	i	3	i	i	i	i	i	i	i	-3
CC(=O)c1ccc(OCC(=O)NC(=O)NC2CCCCC2)cc1	i	i	4	i	i	i	i	i	i	i	1
CC[C@H](NC(=O)c1c(C)c(-c2ccccc2)nc2ccccc12)c1ccccc1	i	i	-7	13*	i	i	i	i	i	i	-9
COc1ccc(N/C=C/C(=O)c2ccc(C)cc2)c([N+](=O)[O-])c1	i	i	0	i	i	i	i	i	i	-7.2*	0
CC1(C)CC(=O)N(c2cc(Cl)cc(Cl)c2)C(=O)C1	i	i	5	i	i	i	i	i	i	i	-3
CCOc1ccc(C(CCc2ccccc2)NC(=O)c2ccccc2F)cc1OCC (stereo unspecified)	i	i	3	i	i	i	i	i	i	i	2
c1ccc(-c2noc(CCC3CCCC3)n2)cc1	i	i	11	i	i	i	i	i	i	i	-1
CCCNC(=O)CCn1cc(-c2ccc(OC)cc2)nc1-c1ccncc1	i	i	-1	i	i	i	i	i	i	i	-6

(listing goes on)
SMILES	MrgX1 antag	TRPC6 inh	SKKanGAS inh	TRPC6 activator	RGS4 inh	RGS4 pot	MrgX1 allo act	MrgX1 agonist	TMEM16A inh	ANO1 activ	HDAC3 inhib
CCOC(=O)CSC1=C(C#N)C(c2ccco2)C(C(=O)Nc2cccc(C(F)(F)F)c2)=C(C)N1 (stereo unspecified)	i	i	9	i	i	i	i	i	i	i	?
CCOc1ccc(-c2cn3ccccc3n2)cc1[N+](=O)[O-]	i	i	-4	i	i	i	i	i	i	i	-6
Cc1ccccc1CS(=O)(=O)CCC(=O)NCCCN1CCN(c2ccccc2F)CC1	i	i	1	i	i	i	i	i	i	i	-5
COc1ccc(-n2c(C)cc(SC)c(C(C)=O)c2=S)cc1	i	i	1	i	i	i	i	i	i	i	13
CCC(C)C(NC(=O)c1ccccc1NC(=O)c1ccco1)C(=O)O (stereo unspecified)	i	i	6	i	i	i	i	i	i	i	-2
COCCN1CCCC(CNCc2cn(C)nc2-c2ccc(Oc3ccccc3)cc2)C1 (stereo unspecified)	i	i	2	i	i	i	i	i	i	i	-3
COc1ccc(CCN(C)CCN2C(=O)c3ccccc3C2=O)cc1OC	i	i	-5	i	i	i	i	i	i	i	2
